NCI-60 one-dose screen, 48 h, at 10 µM unless noted. Numbers give growth in % (100 = growth as untreated, 0 = no growth, -100 = all killed).
M14: M14 melanoma | 80,000 compounds, 6.2% hits | AID 1794745
EKVX: EKVX NSCLC; 71,000 compounds, 3% hits; AID 1794765
A549/ATCC: A549/ATCC NSCLC; 81,000 compounds, 3.7% hits; AID 1794740
UACC-62: UACC-62 melanoma. 81,000 compounds, 5.4% hits. AID 1794756
HOP-92: HOP-92 NSCLC cells; 71,000 compounds, 6.3% hits
SK-MEL-5: SK-MEL-5 melanoma. 80,000 compounds, 6.4% hits. AID 1794755
SK-MEL-28: SK-MEL-28 melanoma; 81,000 compounds, 4.1% hits; AID 1794761
UACC-257: UACC-257 melanoma. 78,000 compounds, 4.4% hits. AID 1794764
The depositor's hits bear a star; x = not tested or not shown; & = joins results of further samples; [ ] = remark or other dose. The calls were made as follows: active = growth percent below 10; inactive = the rest. No enrichment for hits. About 9.8% of those tested had a hit in this group.

SMILES | M14 | EKVX | A549/ATCC | UACC-62 | HOP-92 | SK-MEL-5 | SK-MEL-28 | UACC-257
Clc1nc2ccccc2nc1-c1nnc(-c2ccccc2)o1 | 98 | 99 | 104 | 94 | 98 | 100 | 107 | 108
c1ccc2cc(C[n+]3ccn(CCCn4cc[n+](Cc5ccc6ccccc6c5)c4)c3)ccc2c1 | 88 | 83 | 62 | 80 | 67 | 85 | 80 | 98
CCC(C)C1NC(=O)c2nc(oc2-c2ccccc2)-c2csc(n2)-c2csc(n2)-c2nc(oc2C)-c2coc(n2)CNC(=O)C(C(C)CC)NC1=O (stereo not drawn) | -85* | -71* | -77* | -70* | -83* | -91* | x | -66*
COc1ccc(Cn2cc3c(c2-c2cc(OC)c(OC)c(OC)c2)CCCc2cnoc2-3)cc1OC | 94 | 77 | 81 | 66 | 63 | 94 | 109 | 104
OC(CNc1ccc(CSc2ccccc2)cc1)c1ccccc1 (stereo not drawn) | 98 | 101 | 91 | 90 | 99 | 95 | 108 | 103
OC(c1cc2ccc(C(F)(F)F)cc2c2cc(C(F)(F)F)ccc12)C1CCCCN1 (stereo not drawn) | -85* | -97* | -97* | -97* | x | -95* | -99* | -86*
CC(=O)Oc1c(Br)cc(Br)cc1-c1ccccc1 | 110 | 93 | 93 | 101 | 88 | 102 | 107 | 103
O=C(NCCCl)NCCN1c2nc3ccccc3cc2Sc2cc3ccccc3nc21 | 69 | 55 | x | 47 | -5.6* | 9.6* | 86 | 66
O=C(C1C(O)CC2c3ccccc3N(Cc3ccccc3)C21)N1CCCCC1 (stereo not drawn) | 103 | 104 | 101 | 92 | 99 | 101 | 106 | 104
CCCCNC(=O)c1[nH]cc(-c2ccccc2)c1-c1ccccc1OC | 103 | 100 | 89 | 86 | 84 | 92 | 97 | 97
O=C(O)CC1Cc2ccccc2C1C(=O)O (stereo not drawn) | 96 | 105 | 103 | 97 | 108 | 103 | 109 | 107
CN(C)CCC(C#N)(CCC1CCCCC1)c1ccccc1 (stereo not drawn) | 35 | 77 | 104 | x | 55 | 79 | 87 | 115
COc1ccc(NC(=O)CSc2ccc(-c3ccc(OC)cc3)nn2)cc1 | 104 | 90 | 98 | 75 | 68 | 96 | 109 | 101
CC1(C)[C@@H](O)CC[C@]2(C)[C@H]3CC[C@@H]4[C@H]5[C@H](C(=O)/C=C\c6ccc([N+](=O)[O-])cc6)CC[C@]5(O)CC[C@@]4(C)[C@]3(C)CC[C@@H]12 | 43 | 53 | 62 | 49 | 83 | 76 | 46 | 70
Cc1[nH]nc2c1C(c1cc3ccccc3nc1Cl)C(C#N)=C(N)O2 (stereo not drawn) | 110 | 99 | 92 | 92 | 122 | 103 | 110 | 95
CCCCCCCCCCCCCCCc1cc(O)ccc1N | 105&101 | 86&87 | 100&89 | 84 | 105 | 79&100 | 103&106 | 71&87
COc1cc(NC(c2ccc(CN3CCNCC3)cc2)c2cccc(Cl)c2)n2nc(C)nc2n1 (stereo not drawn) | 90 | 89 | 89 | 101 | 64 | 76 | 94 | 89
Oc1ccccc1-c1nc(-c2cccs2)no1 | 107 | 89 | 99 | 89 | 51 | 88 | 116 | 97
CC(=O)[C@H]1C[C@]23CC[C@]4(C)[C@H](CC[C@@H]5[C@@]6(C)C/C(=C/c7ccc(C(F)(F)F)cc7)C(=O)C(C)(C)[C@@H]6CC[C@]54C)[C@H]2[C@H](C)C1(C)OC3 | 100 | 96 | 96 | 79 | 76 | 93 | 98 | 93
CCOC(=O)C/C(=N\Nc1cc(=O)[nH]c2ccc(OC)cc12)C(=O)OCC | 102 | 100 | 105 | 90 | 87 | 100 | 100 | 108
Cc1c(C2=CCCCC2)c2ccccn2c1C(=O)c1cccc(S(=O)(=O)N2CCOCC2)c1 | 62 | 69 | 69 | 78 | 54 | 104 | 101 | 87
COCCNCC(O)Cn1c2ccc(Cl)cc2c2cc(Cl)ccc21 (stereo not drawn) | -87* | x | -10* | -73* | 135 | -96* | -26* | -81*
CC1=C(C)C(=O)C(Nc2cccc(C(F)(F)F)c2)=C(Cl)C1=O | 85 | 49 | 97 | 80 | 49 | x | 98 | 79
N#Cc1nc(-c2ccccc2)oc1NCC(c1ccc(Cl)cc1)N1CCCCC1 (stereo not drawn) | 94 | 93 | 94 | 79 | 87 | 104 | 103 | 102
CSc1ccc(OCc2nc3ccccc3n2-c2cccc(NC(C)=O)c2)cc1 | 112&106 | 104&80 | 107&108 | 97&64 | 113&68 | 110&66 | 120&104 | 106&123
ClCCOCCOc1ccccc1 | 98 | 97 | 92 | x | x | 102 | 104 | 92
O=c1nc2s/c(=C\c3cccc(Cl)c3Cl)c(=O)n2c2nc(-c3ccccc3)c(-c3ccccc3)nc12 | 94 | 100 | 99 | 95 | 90 | 104 | 105 | 100
CC(=O)OCCCCCNc1ccccc1 | 113 | 104 | 101 | 106 | 109 | 106 | 106 | 110
O=C1c2ccccc2C(=O)N1c1n[nH]c2nc3ccccc3cc12 | 100 | 103 | 103 | 100 | 102 | 102 | 114 | 113
COc1ccc(CN(CCN(C)C)c2ncccn2)cc1 | 101 | 106 | 105 | 113 | 87 | 98 | 108 | 106
CCCCCOc1ccc(/C=N/Nc2cc(C)nc3ccc(Cl)cc23)cc1 | -15* | 67 | -8.4* | 84 | 57 | 74 | -86* | 99
OC(COc1ccc(Cl)cc1)CN1CCCCC1 (stereo not drawn) | 97 | 116 | 114 | 103 | 109 | 112 | 117 | 115
C=CCn1cc(-c2nc3ccccc3s2)c2cc(-c3ccc4c5c(cccc35)C(=O)N(c3ccc(F)cc3)C4=O)ccc21 | 99 | 98 | 99 | 99 | 90 | 101 | 112 | 110
CCc1c(C)c2ccc(OC(=O)c3ccccc3)c(C(=O)/C=C/c3ccc(N(C)C)cc3)c2oc1=O | 105 | 105 | 72 | 103 | 104 | 107 | 117 | 73
CCOC(=O)Cc1nc(N)n(C(=O)Nc2ccc(Cl)cc2)n1 | 94 | 92 | 90 | 75 | 93 | 104 | x | 80
CCOC(=O)c1cc(N)nc2ccccc12 | 108 | 108 | 122 | 108 | x | 106 | 123 | 115
COc1ccc([C@H]2[C@H](C(=O)O)c3ccccc3C(=O)N2c2ccc(OC)cc2)cc1 | 99 | 94 | 98 | x | 88 | 108 | 95 | 102
O=S(=O)(O)C(O)c1ccncc1 (stereo not drawn) | 88 | 102 | 93 | 95 | 108 | 96 | 100 | 108
Cc1cc(=O)oc2cc(OCCOc3ccc(/C=C/C(=O)Nc4ccccc4Cl)cc3)ccc12 | 100 | 94 | 99 | 94 | 88 | 100 | 101 | 104
CC(C)(CC(=O)O)c1ccccc1 | 103&102 | 96 | 98&99 | 107&110 | 68&90 | 112&94 | 127&99 | 92&95
CSc1nc(N)c(S(=O)(=O)O)c(N)n1 | 109 | 93 | 99 | 96 | 68 | 106 | 104 | 93
O=C1COCCN1c1ccc(N2C(=O)C(Cl)C2c2cn(Cc3ccc(Cl)cc3)c3ccccc23)cc1 (stereo not drawn) | 100 | 98 | 99 | 94 | 103 | 99 | 113 | 114
O=C(Cc1c(-c2ccccc2[N+](=O)[O-])n(-c2ncnc3c2c(-c2ccccc2)c(-c2ccccc2)n3Cc2ccccc2)[nH]c1=O)c1ccc(Cl)c(Cl)c1 | 15 | 15 | 26 | -9.6* | -4.0* | -45* | 28 | 12
Cc1cc(O)c(C(C)C)cc1N=Cc1cc(Cl)ccc1O | 110 | 98 | 101 | 95 | 103 | 106 | 111 | 114
O=C(CSc1nnc2c(n1)[nH]c1ccccc12)c1ccc(Cl)cc1 | 102 | 105 | 106 | 108 | 82 | 102 | 113 | 120
NS(=O)(=O)c1ccc(Nc2nc(SCC(=O)c3ccc(Br)cc3)nc3c2CCC3)cc1 | 99 | 102 | 98 | 86 | 99 | 89 | 97 | 103
O=C1NN(c2ccccc2)C(c2ccccc2)=N/C1=C\c1cn(-c2ccccc2)nc1-c1ccccc1 | 95 | 95 | 93 | 97 | 97 | 99 | 107 | 102
CC(C)C(=O)C(C)(C)CCc1cccnc1 | x | 106 | 101 | 114 | 98 | 109 | 107 | 106
O=C(O)c1ccccc1N=Nc1ccc(O)cc1 | 104 | x | 96 | 108 | 90 | 111 | 116 | 85
O=C(O)C(c1ccccc1)N1C(=O)CSC1=S (stereo not drawn) | 100 | 98 | 92 | 98 | 111 | 102 | 100 | 101
COc1cc(-c2c3c(c(Br)n2Cc2ccccc2)-c2nc(NC(=O)c4ccccc4)sc2CC3)cc(OC)c1OC | 91 | x | 91 | 95 | 88 | 79 | 106 | 119
COc1ccc(C2=NN(C(C)=O)C(c3cccc(Nc4ccnc5cc(C(F)(F)F)ccc45)c3)C2)cc1 (stereo not drawn) | 76 | 70 | 68 | 72 | 59 | 67 | 86 | 85
C#C[C@@]1(O)[C@@H](CO)O[C@@H](n2cc(F)c3c(N)ncnc32)[C@@H]1O | -42* | 1.3* | -38* | -52* | -15* | -87* | 45 | 3.0*
Cc1ccc(-c2csc(C3=C(O)CN(NC(=O)c4cccs4)C3=N)n2)cc1 | 109 | 99 | 111 | 107 | 47 | 108 | 134 | 110
COc1ccc(/C=C/c2nc(Nc3ccc(C(=O)/C=C/N(C)C)cc3)c3ccccc3n2)cc1 | 83 | 64 | 88 | 49 | 79 | 87 | 95 | 97
NS(=O)(=O)c1ccc(CCNC(=O)CSc2ccc(-c3ccccc3)nn2)cc1 | 97 | 92 | 90 | 78 | x | 62 | 92 | 64
O=C(O)c1ccc(NC(=S)NC(=O)c2ccc(Cl)c(Cl)c2)cc1 | 101 | 85 | 92 | 81 | 78 | 104 | 101 | 86
COC(=O)c1ccc(NC(=O)CNNc2nc3ccccc3c(=O)n2-c2ccccc2)cc1 | 98 | 97 | 98 | 95 | 98 | 101 | 102 | 95
C=C(C)[C@@H]1CC[C@]2(C)[C@H](C(=O)C=C3[C@@H]4C[C@](C)(C(=O)OC)CC[C@]4(C)CC[C@]32C)[C@@]1(C)CCC#N | 92[100 µM] | 106[100 µM] | 77[100 µM] | 61[100 µM] | 58[100 µM] | 59[100 µM] | 92[100 µM] | 81[100 µM]
COC(=O)c1nc(N)nc(C(=O)OC)c1C(=O)C(C)C | 108 | 99 | 108 | 102 | 112 | 104 | 118 | 105

(next part)
SMILES | M14 | EKVX | A549/ATCC | UACC-62 | HOP-92 | SK-MEL-5 | SK-MEL-28 | UACC-257
CCCCc1ccc(-c2nc3c(c(C)nc4c3nnn4-c3ccc(OC)cc3)c(=O)o2)cc1 | 98 | 104 | 110 | 93 | 102 | 104 | 98 | 122
COc1cc2c(cc1NC(=O)C(F)(F)F)-c1ccc(NC(=O)C(F)(F)F)cc1C2 | 113 | 104 | 92 | 92 | 90 | 91 | 103 | 109
C#Cc1ccc(-n2c(/C=C/c3ccc4[nH]ccc4c3)nc3ncccc3c2=O)cc1 | 103 | x | 100 | 108 | 85 | 98 | 111 | 95
CC1CCN(C2=NC(=O)/C(=C\c3ccccc3OCc3ccc([N+](=O)[O-])cc3)S2)CC1 | 93 | 84 | 77 | 68 | 58 | 82 | 97 | 97
CC(=O)Nc1cccc(-n2c(COc3ccc(Br)cc3)nc3ccccc32)c1 | 108&109 | 103&98 | 108&115 | 92&72 | 108&90 | 103&90 | 106&101 | 107&130
CN1CCC(OC2c3ccccc3CCc3ccccc32)CC1 | 103 | 85 | 96 | 98 | x | x | 94 | 93
CCN(c1ccc(C(=O)N2CCN(c3ccc(F)cc3)CC2)cc1)S(C)(=O)=O | 105 | x | 94 | 100 | 90 | 101 | 108 | 94
COc1ccc(-c2nc(-c3cn(C)c4ccccc34)cs2)cc1 | 97 | 102 | 102 | 93 | 123 | 102 | 106 | 119
O=C(NC(C[Se][Se]CC(NC(=O)c1ccccc1)C(=O)O)C(=O)O)c1ccccc1 (stereo not drawn) | 107 | 119 | 117 | 102 | 91 | 107 | 106 | 109
O=C(CSc1nc2ccccc2[nH]1)Nc1cccc(Cl)c1 | 105 | 95 | 111 | 88 | 91 | 104 | 106 | 117
CC(=O)Nc1cccc(-n2cnc3cc(-c4ccc(O)cc4)ccc32)c1 | 53 | 57 | 50 | 37 | 49 | 28 | 78 | 80
Nc1ccc(Nc2ncnc3sc4c(c23)CCN(Cc2ccccc2)C4)cc1 | 106 | 102 | 100 | 88 | 92 | 97 | 102 | 106

As a short view, some entries already given.
SMILES | M14 | EKVX | A549/ATCC | UACC-62 | HOP-92 | SK-MEL-5 | SK-MEL-28 | UACC-257
CCCCc1ccc(-c2nc3c(c(C)nc4c3nnn4-c3ccc(OC)cc3)c(=O)o2)cc1 | 98 | 104 | 110 | 93 | 102 | 104 | 98 | 122
COc1cc2c(cc1NC(=O)C(F)(F)F)-c1ccc(NC(=O)C(F)(F)F)cc1C2 | 113 | 104 | 92 | 92 | 90 | 91 | 103 | 109
C#Cc1ccc(-n2c(/C=C/c3ccc4[nH]ccc4c3)nc3ncccc3c2=O)cc1 | 103 | x | 100 | 108 | 85 | 98 | 111 | 95
CC1CCN(C2=NC(=O)/C(=C\c3ccccc3OCc3ccc([N+](=O)[O-])cc3)S2)CC1 | 93 | 84 | 77 | 68 | 58 | 82 | 97 | 97
CC(=O)Nc1cccc(-n2c(COc3ccc(Br)cc3)nc3ccccc32)c1 | 108&109 | 103&98 | 108&115 | 92&72 | 108&90 | 103&90 | 106&101 | 107&130
CN1CCC(OC2c3ccccc3CCc3ccccc32)CC1 | 103 | 85 | 96 | 98 | x | x | 94 | 93
CCN(c1ccc(C(=O)N2CCN(c3ccc(F)cc3)CC2)cc1)S(C)(=O)=O | 105 | x | 94 | 100 | 90 | 101 | 108 | 94
COc1ccc(-c2nc(-c3cn(C)c4ccccc34)cs2)cc1 | 97 | 102 | 102 | 93 | 123 | 102 | 106 | 119
O=C(NC(C[Se][Se]CC(NC(=O)c1ccccc1)C(=O)O)C(=O)O)c1ccccc1 (stereo not drawn) | 107 | 119 | 117 | 102 | 91 | 107 | 106 | 109
